Screening data (PubChem BioAssay)
D2 PAM = D2 dopamine receptor (human) potentiation. P14416. HEK293 T-REx D2, calcium flux, EC20 dopamine potentiation. potentiation, % at 10 µM. 0.34% of 340,000 active. AID 485347;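 active = potentiation over 3 SD above the plate norm, cut at about 30% in these data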; note: 0% is about no effect
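Potentiation of an EC20 dopamine calcium response is measured in a force-coupled, tetracycline-inducible Hek293 Trex D2 line. Compound-only kinetic reads over 180 s flag agonists before dopamine addition.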
D1 ag = agonists of human D1 dopamine receptor; P21728; activation, % at 2 µM; 1% of 360,000 active; HEK293 T-REx D1 cells, calcium flux, agonist mode; note: 0% is about no effect
Target sequence (P21728 whole entry, looked up): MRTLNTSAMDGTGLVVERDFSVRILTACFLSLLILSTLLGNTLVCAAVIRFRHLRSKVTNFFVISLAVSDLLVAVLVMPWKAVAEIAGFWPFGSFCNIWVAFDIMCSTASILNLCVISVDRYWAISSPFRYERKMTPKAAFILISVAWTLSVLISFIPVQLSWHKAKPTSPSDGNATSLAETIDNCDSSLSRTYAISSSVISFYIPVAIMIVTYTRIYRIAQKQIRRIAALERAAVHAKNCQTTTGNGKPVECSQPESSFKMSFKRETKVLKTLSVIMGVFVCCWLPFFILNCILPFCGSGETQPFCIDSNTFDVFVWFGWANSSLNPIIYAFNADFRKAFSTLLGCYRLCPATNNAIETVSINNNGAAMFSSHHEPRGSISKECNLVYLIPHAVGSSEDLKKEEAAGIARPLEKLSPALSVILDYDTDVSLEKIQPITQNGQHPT
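Tetracycline-induced HEK293 TREx D1 cells, force-coupled to calcium signalling, were dye-loaded with a no-wash calcium kit. Compound was pin-added after a 10 s baseline. Fluorescence was read kinetically at 1 cycle/s for 180 s, with calcium rises flagged as agonism.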
RXFP1 antagonist = blocks the human relaxin receptor RXFP1; HEK293-RXFP1, relaxin-stimulated cAMP HTRF, 30 min; hits give low values; activity change, negative = inhibition, % at 57.5 µM; 0.59% of 350,000 active; AID 1259400;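 active = activity change of -60% or lower, but not beyond a set lower limit; inconclusive = change between -60% and -40%, or beyond the set limit; inactive = change above -40%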; note: % is set by controls: 0 for no effect and ±100 for the full control effect
D1 antagonist = blocks dopamine activation of the human D1 receptor; 3.2% of 360,000 active; AID 504652; P21728; HEK293 TREx D1 cells, calcium flux, dopamine EC80; hits give low values; activity change, negative = inhibition, % at 10 µM; in the data active = activity change below about -30%; note: % is set by controls: 0 for no effect and ±100 for the full control effect
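Tetracycline-induced HEK293 Trex D1 cells, force-coupled to calcium, dye-loaded; compounds added and read 180 s, then EC80 dopamine added and calcium flux tracked kinetically another 180 s.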
D2 ag = activates the human D2 dopamine receptor | AID 485358 | HEK293 T-REx D2 cells, calcium flux agonist mode | activation, % at 2 µM | 0.53% of 340,000 active;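 active = activation over 3 SD above normal in the single-dose calcium agonist read, cut at about 30% in these data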; note: 0% is about no effect
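Tetracycline-induced HEK293 Trex cells with D2 receptor force-coupled to calcium signaling, plated overnight at 30 C and loaded with no-wash calcium dye. Calcium flux read kinetically for 180 s after compound addition; responses flag agonists.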
TRHR ag = activates the human TRH receptor | activation, % at 2 µM | 0.18% of 360,000 active | TRHR cells, calcium flux fluo-8, FDSS agonist mode | P34981 | AID 493084; note: 0% is about no effect
Target sequence (P34981 whole entry, looked up): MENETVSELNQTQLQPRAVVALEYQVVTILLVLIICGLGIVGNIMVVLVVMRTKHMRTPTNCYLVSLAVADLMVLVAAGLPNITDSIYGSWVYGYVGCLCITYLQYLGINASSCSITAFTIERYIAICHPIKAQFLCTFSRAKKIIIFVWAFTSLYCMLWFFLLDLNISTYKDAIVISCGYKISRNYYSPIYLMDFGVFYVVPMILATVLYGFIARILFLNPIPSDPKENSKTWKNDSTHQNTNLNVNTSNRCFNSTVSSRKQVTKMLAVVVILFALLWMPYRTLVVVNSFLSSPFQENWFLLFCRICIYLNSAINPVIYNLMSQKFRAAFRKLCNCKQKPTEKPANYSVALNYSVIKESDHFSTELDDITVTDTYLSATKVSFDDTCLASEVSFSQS
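Agonist-mode FDSS calcium read (Ex 480/Em 530, 1 s cycles) in 1536-well TRHR cells with fluo-8 dye, after 10-cycle baseline and 23 nL compound addition; TRH at EC20 (10 nM final) added afterwards for the enhancer phase.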
D1 PAM = potentiators of human D1 dopamine receptor; potentiation, % at 10 µM; HEK293 TREx D1 cells, calcium flux, dopamine EC20 potentiation; 0.036% of 360,000 active; AID 504651; in the data active = potentiation above about 30%; note: 0% is about no effect
D2 antagonist = antagonizes the human D2 dopamine receptor; P14416; HEK293 TREx D2 cells, calcium flux, dopamine EC80; inhibition, % at 10 µM; 2% of 340,000 active; AID 485344; in the data active = inhibition above about 30%; note: 0% is about no effect
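Overnight-induced (tetracycline, 30 C) HEK293 T-REx cells carrying force-coupled D2 receive a no-wash calcium dye, then compound, then EC80 dopamine at 180 s; signals are read kinetically throughout.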
TRHR PAM = TRH receptor (human) allosteric enhancement; P34981; TRHR cells, fluo-8 calcium fluorescence, EC20 TRH enhancement; enhancement, % at 2 µM; 0.66% of 360,000 active; AID 493056; in the data active = enhancement above about 30%; note: 0% is about no effect
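TRHR-expressing cells loaded with fluo-8 calcium dye were read kinetically (ex 480/em 530) during compound addition, then stimulated with an EC20 of TRH (10 nM final). Enhancement of the Gq-mediated intracellular calcium response was scored.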
The depositor's hits bear a star; ? = inconclusive; . = no result given. Cut-off read from the data, not from the text of the source, unless noted: active = activation above about 30%; inactive = the rest.

SMILES | D2 PAM | D1 ag | RXFP1 antagonist | D1 antagonist | D2 ag | TRHR ag | D1 PAM | D2 antagonist | TRHR PAM
COc1cccc(C(NC(=O)c2ccccc2F)NC(=O)c2ccccc2F)c1 | 0.8 | 4.0 | -1.8 | -5.1 | 0.0 | 0.3 | -5.1 | 10.1 | -5.1
CCC(=O)Nc1cc(C(=O)NCc2ccc(C)cc2)ccc1S(=O)(=O)c1ccc(C)cc1 | 22.4 | 3.4 | -11.0 | -2.3 | 1.0 | 0.0 | -3.9 | . | -1.5
CCOC(=O)c1c(C)[nH]c(CCC(=O)NCc2cc(OC)c(OC)c(OC)c2)c1C | -1.6 | 0.8 | -7.8 | -3.3 | -0.6 | -0.1 | -2.4 | . | -0.9
Cc1nnc(SCC(N)=O)n1CC1CCCO1 (stereo not drawn) | -8.5 | 2.7 | 5.5 | 9.2 | -0.8 | 0.2 | -9.1 | 32.8* | -5.3
COCCCNC(=O)Cn1cc(/C=C(\C#N)C(=O)NC2CCCC2)c2ccccc21 | 5.1 | -1.4 | 10.6 | 11.0 | 0.5 | -0.4 | 1.1 | 2.0 | 3.8
O=C1CC(NNC(=O)c2cccc(F)c2)C(=O)N1 (stereo not drawn) | -3.0 | 0.7 | 3.2 | 2.5 | 0.4 | 1.1 | -1.4 | -3.4 | 2.0
O=C(CSc1nccn1-c1ccc(F)cc1)Nc1nc2ccccc2s1 | -0.9 | 1.9 | -11.0 | 13.5 | 0.4 | 0.0 | -2.2 | . | 3.7
COc1cccc(OC)c1OCCCNC1CCCC1 | -29.7 | 3.5 | -10.0 | 16.7 | 0.0 | 1.1 | -2.1 | 47.7* | 2.5
Cc1ccc(N(CC(O)COCc2ccco2)S(=O)(=O)c2ccc(C)cc2)cc1 (stereo not drawn) | 10.3 | 1.8 | -29.5 | 2.2 | 0.4 | -0.1 | 1.2 | -28.6 | 0.7
O=C1Cc2cccc3cccc1c23 | 3.4 | 3.6 | -19.0 | -3.2 | 0.2 | 0.6 | 1.5 | 13.5 | 18.8
Cc1nnc(SCC(=O)N(C)C2CCS(=O)(=O)C2)n1Cc1ccccc1 (stereo not drawn) | 2.8 | 0.3 | -14.2 | -9.8 | 0.7 | 0.0 | -4.0 | 8.5 | -10.8
CC1CCCN(C(=O)C2CCN(S(=O)(=O)c3cccc4nonc34)CC2)C1 (stereo not drawn) | 9.4 | -4.0 | 1.7 | -8.8 | 0.1 | 0.1 | -5.7 | 0.6 | 3.1
CCN1C(=O)[C@@H]2[C@H](C1=O)[C@@H]1C(=O)Nc3ccccc3C(=O)N1[C@@H]2c1cccc(Cl)c1 | . | -0.2 | . | -0.2 | . | -0.3 | -7.7 | . | -1.6
COc1cc(C(=O)Nc2ccc3c(c2)OCO3)ccc1-n1cnnn1 | -0.3 | -0.6 | -8.2 | -14.3 | . | -0.1 | -1.3 | -7.5 | -3.7
CCN(CC)c1ccc([N+](=O)[O-])cc1C(=O)O | -1.0 | 3.7 | -14.5 | -9.5 | -0.5 | 0.0 | -2.3 | -3.3 | -4.9
Cc1cc(C)nc(NS(=O)(=O)c2ccc(NC(=O)Nc3ccccc3)cc2)n1 | 7.2 | 2.9 | -11.2 | 21.2 | 2.8 | 0.1 | 5.2 | -4.1 | 3.4
CN(CC(=O)Nc1ccccc1Br)c1ncnc2sccc12 | 4.1 | 12.7 | -14.0 | -34.7* | 0.1 | 0.0 | -10.9 | -15.0 | 0.2
Cc1ccc(S(=O)(=O)NC(=NC2CCCCC2)c2ccc(Cl)cc2)cc1 | -9.9 | 2.8 | 6.6 | -25.7 | 0.3 | 1.3 | -13.4 | 11.0 | 6.8
O=C(NNC(=O)c1cc(Br)ccc1Cl)c1csc(N2CCOCC2)n1 | -9.0 | 6.5 | -7.7 | -1.6 | -0.5 | -0.4 | 5.8 | -5.4 | 5.9
COC(=O)C(CC(=O)c1ccc(Cl)cc1)c1ccc(C(C)C)cc1 (stereo not drawn) | . | 8.7 | -20.0 | -30.0* | . | 0.9 | -4.5 | . | 0.4
COc1ccc(NC(=O)CSc2nnc(NC(=O)C3CCC3)s2)cc1 | 19.3 | -1.0 | -6.5 | 0.8 | . | -0.2 | -4.7 | -16.1 | 3.0
CCCCN(C(C)=O)C1CC(=O)N(c2ccc(OCCC)cc2)C1=O (stereo not drawn) | -7.7 | 3.4 | -6.0 | -2.4 | -0.2 | -0.3 | 3.7 | 14.5 | 6.4
CC(Oc1ccc(Cl)cc1Cl)C(=O)NC1=NN(c2ccccc2)C(=O)C1 (stereo not drawn) | -2.3 | 2.5 | -22.9 | 8.7 | -0.4 | -1.3 | 3.8 | 4.4 | 6.8
O=C(Cn1cc([N+](=O)[O-])cn1)NCc1ccccc1 | -3.7 | 0.5 | 10.8 | -0.1 | 0.9 | -0.4 | 7.8 | -5.6 | 4.1

Random excerpt: 6 records from the list, in no set order.
SMILES | D2 PAM | D1 ag | RXFP1 antagonist | D1 antagonist | D2 ag | TRHR ag | D1 PAM | D2 antagonist | TRHR PAM
O=C(NNC(=O)c1cc(Br)ccc1Cl)c1csc(N2CCOCC2)n1 | -9.0 | 6.5 | -7.7 | -1.6 | -0.5 | -0.4 | 5.8 | -5.4 | 5.9
CCCCN(C(C)=O)C1CC(=O)N(c2ccc(OCCC)cc2)C1=O (stereo not drawn) | -7.7 | 3.4 | -6.0 | -2.4 | -0.2 | -0.3 | 3.7 | 14.5 | 6.4
O=C(Cn1cc([N+](=O)[O-])cn1)NCc1ccccc1 | -3.7 | 0.5 | 10.8 | -0.1 | 0.9 | -0.4 | 7.8 | -5.6 | 4.1
Cc1cc(C)nc(NS(=O)(=O)c2ccc(NC(=O)Nc3ccccc3)cc2)n1 | 7.2 | 2.9 | -11.2 | 21.2 | 2.8 | 0.1 | 5.2 | -4.1 | 3.4
Cc1ccc(S(=O)(=O)NC(=NC2CCCCC2)c2ccc(Cl)cc2)cc1 | -9.9 | 2.8 | 6.6 | -25.7 | 0.3 | 1.3 | -13.4 | 11.0 | 6.8
COc1cc(C(=O)Nc2ccc3c(c2)OCO3)ccc1-n1cnnn1 | -0.3 | -0.6 | -8.2 | -14.3 | . | -0.1 | -1.3 | -7.5 | -3.7

The results go on.
SMILES | D2 PAM | D1 ag | RXFP1 antagonist | D1 antagonist | D2 ag | TRHR ag | D1 PAM | D2 antagonist | TRHR PAM
O=C(COC(=O)C1(c2ccccc2F)CCCC1)NCc1cccs1 | 7.8 | 7.5 | -17.3 | -21.4 | -1.3 | -1.2 | 9.8 | -9.4 | 20.6
O=C(N/N=C/c1cccnc1)C(O)(c1ccccc1)c1ccccc1 | -10.7 | 3.1 | 1.8 | 11.6 | -0.2 | 1.2 | -3.5 | -4.4 | -4.5
CCCCn1c(SCC(=O)N2CCCc3ccccc32)nc2c1c(=O)n(C)c(=O)n2C | 0.2 | 0.8 | -7.0 | -4.7 | -0.2 | -0.5 | -4.5 | 6.6 | -1.5
Cc1coc2c(C)c3oc(=O)c(CCC(=O)NCCN4CCOCC4)c(C)c3cc12 | 4.1 | 1.9 | . | -0.4 | 0.4 | -0.4 | -3.1 | 0.2 | 3.1
COC(=O)CNC(=O)CN1C(=O)NC2(CCCc3ccccc32)C1=O (stereo not drawn) | 9.5 | 0.9 | 3.8 | -3.8 | -0.4 | -0.1 | -8.8 | -16.3 | -4.4
O=c1ccc(S(=O)(=O)N2CCC(Cc3ccccc3)CC2)c[nH]1 | 3.7 | 0.2 | -17.9 | 10.9 | -0.2 | -0.3 | -1.3 | 13.4 | 0.0
Cc1cc2ncn(-c3ncnc4scc(-c5ccccc5)c34)c2cc1C | -11.7 | 2.3 | -2.8 | 7.8 | -0.2 | -0.2 | -1.0 | -14.3 | 16.6
CCOC(=O)CN1C(=O)CSc2ccc(S(=O)(=O)N3CCCC3)cc21 | 2.8 | 1.8 | -2.2 | -15.5 | 1.4 | 0.3 | -8.8 | -15.2 | -0.3
CO/N=C/c1ccc(Oc2ccc([N+](=O)[O-])cc2[N+](=O)[O-])c(OC)c1 | 2.4 | 6.1 | -16.4 | 7.2 | -1.8 | -4.0 | -1.1 | 3.4 | 5.3
CCCCc1cc(=O)oc2cc(C)cc(OCC(=O)N3CCC(C(=O)O)(c4ccccc4)CC3)c12 | . | 0.9 | . | 5.7 | . | 0.0 | -1.1 | . | -0.6
Cc1ccccc1OCC(=O)NNC(=S)NC(=O)c1ccco1 | -3.4 | 9.6 | -3.8 | 4.3 | -2.1 | -1.1 | -1.4 | -2.4 | -1.0
Cc1ccc(C)c(Nc2cc(C(=O)NCCCN(C)C3CCCCC3)c3ccccc3n2)c1 | -14.1 | 53.5* | -3.4 | -34.0* | 1.2 | 4.6 | 2.4 | . | 0.9
CC1CC(Nc2ccccc2)c2ccccc2N1C(=O)c1ccco1 (stereo not drawn) | -0.9 | 0.2 | -11.8 | -2.4 | -1.5 | -0.4 | 2.1 | 0.8 | 6.7
NC(=O)c1ccc(NC(=O)c2cccc(Oc3ccccc3)c2)cc1 | 1.1 | 0.2 | -16.6 | -11.0 | -0.2 | 0.5 | -2.0 | 4.0 | 3.7
O=C(CSc1ncc(-c2ccccc2)n1-c1ccccc1)NCc1ccco1 | 5.1 | 3.0 | -10.1 | 3.0 | 0.2 | -0.6 | 0.7 | -7.6 | -4.5
O=C(Nc1ccccc1)OCCOc1ccccc1Br | 1.8 | 5.4 | 0.6 | 8.7 | -0.4 | 0.1 | -2.7 | 0.7 | -2.7
CCCOc1ccc(-c2c(=O)n(OCC(=O)OCC)c3ccccc3[n+]2[O-])cc1 | 19.7 | 0.6 | 0.5 | -2.3 | -0.4 | 0.2 | -4.2 | 6.9 | 1.2
CC(C)CNS(=O)(=O)c1ccc(CCC(=O)Nc2cc(Cl)ccc2Oc2ccccc2)cc1 | -18.3 | 7.4 | -9.6 | -1.5 | 3.1 | 2.4 | 0.5 | 20.0 | -5.0
S=c1[nH]nc(-c2ccccn2)n1/N=C/c1ccc(Cl)cc1 | . | 1.2 | -6.7 | 14.1 | . | -1.1 | 0.8 | . | 2.7
COc1ccc(N2CCN(CC(=O)c3ccc(O)cc3O)CC2)cc1 | 5.8 | 1.8 | -7.2 | 9.5 | -0.2 | 0.6 | -8.5 | -0.8 | 4.5
N=C1C(c2nc(-c3ccc(Cl)cc3)cs2)=C(O)CN1NC(=O)c1ccc(O)cc1 | 3.6 | 1.4 | ? | -0.7 | 0.5 | -0.2 | -6.1 | -31.1 | -10.8
Cn1c(SCC(=O)O)nc2sc3c(c2c1=O)CCC3 | 10.2 | 4.5 | 8.1 | -22.4 | 1.0 | 1.0 | -1.2 | 5.8 | -1.2
CCc1nn(CC(=O)N2CCN(c3cccc(C)c3C)CC2)c(=O)c2cc3occc3n12 | -2.0 | 0.4 | . | -7.3 | 0.2 | -1.9 | -1.8 | . | -2.6
O=C1CCCC2=C1C(c1ccsc1)CC(=O)N2c1nnc(SCc2ccccc2)s1 (stereo not drawn) | -1.5 | 0.7 | -22.2 | 10.1 | 0.5 | 0.1 | -3.5 | -20.0 | -1.4
Cc1ccc(S(=O)(=O)NCCSc2nnnn2-c2cc(C)ccc2C)cc1 | -4.8 | 10.4 | 14.5 | -40.0* | 1.1 | 0.9 | -1.4 | 4.2 | 8.2
Cc1ccn(C(=O)c2cc3ccccc3oc2=O)n1 | -3.4 | -0.2 | . | -4.1 | -0.5 | 0.1 | -4.0 | -7.9 | -7.0
